NCI-60 one-dose screen, 48 h, at 10 µM unless noted. Numbers give growth in % (100 = growth as untreated, 0 = no growth, -100 = all killed).
MDA-MB-468 – MDA-MB-468 breast cancer | 78,000 tested, 8.5% active
MCF7 – MCF7 breast cancer. 82,000 tested, 6.3% active. AID 1794796
K-562 – K-562 leukemia | 78,000 tested, 7.4% active | AID 1794777
LOX IMVI – LOX IMVI melanoma; AID 1794757; 79,000 tested, 7.4% active
T-47D – T-47D breast cancer; AID 1794792; 79,000 tested, 5% active
MDA-MB-231 – MDA-MB-231 breast cancer. 81,000 tested, 5% active. AID 1794789
BT-549 – BT-549 breast cancer; 78,000 tested, 4.4% active; AID 1794793
HS 578T – HS 578T breast cancer; 78,000 tested, 4.1% active; AID 1794788
* marks the source's active call; other numbers are inactive results; / = no result given; & = joins results of further samples. Rule for the calls: active = growth percent below 10; inactive = the rest.

1: COc1cc2c(c(Br)c1N)-c1cc(Br)c(N)cc1C2=O
2: CCOC(=O)c1[nH]cc(-c2ccc(OC)cc2)c1-c1cc(OC)cc(OC)c1
3: Nc1c(C(=O)Nc2cccc([N+](=O)[O-])c2)sc2nc3c(cc12)C(=O)CCC3
4: Nc1nnc(-c2cccnc2)s1
5: O=C1c2ccccc2C(=O)N1CBr
6: Clc1c(Cl)c2ccccc2c2ccccc12
7: Cc1cc(N2CCCCC2)nc2ccc(Cc3ccccc3)cc12
8: COc1ccc(-c2nc3sc(C)nn3c2C(=O)/C=C/c2cc(OC)c(OC)c(OC)c2)cc1

compound no.	1	2	3	4	5	6	7	8
MDA-MB-468	/	87	62	92	108	104	82	96
MCF7	3.7*	91	55	98	98	90	100	88
K-562	95	62	54	87	102	81	85	80
LOX IMVI	69	89	79	96	100	101	98	77
T-47D	18	34	83	108	96	95	79	82
MDA-MB-231	29	100	65	133	100	112	93	77
BT-549	78	113	75	199	104	110	120	97
HS 578T	38	102	52	94	109	125	101	94

Structures above containing four or more nitrogen atoms, in the order listed:
3: Nc1c(C(=O)Nc2cccc([N+](=O)[O-])c2)sc2nc3c(cc12)C(=O)CCC3
4: Nc1nnc(-c2cccnc2)s1

compound no.	3	4
MDA-MB-468	62	92
MCF7	55	98
K-562	54	87
LOX IMVI	79	96
T-47D	83	108
MDA-MB-231	65	133
BT-549	75	199
HS 578T	52	94

The results go on.
9: CCOC(=O)c1ccc(NC(=O)CCCNCC(C)C)cc1
10: CCOC(=O)C1[C@@H]2C(=O)N(Cc3ccc4c(c3)OCO4)C(=O)[C@@H]2[C@H](c2cn(-c3ccccc3)nc2-c2ccccc2)N1Cc1ccccc1 (stereo partly drawn)
11: Cc1c(C(N)=O)sc2ncnc(N)c12
12: COc1ccc(C2=Nn3c(nnc3-c3cc(Cl)cc(Cl)c3Cl)SC2)cc1
13: N#Cc1cnn(C(=O)c2ccccc2Br)c1NC(=O)c1ccc(Cl)cc1Cl
14: OCn1nnc2ccccc21
15: Cc1cccc(Oc2ccc(Nc3ncnc4ccc(NC(=O)CN(C)C)cc34)cc2Cl)c1
16: N#Cc1c(-c2ccc(Cl)cc2)nc(SCc2ccc([N+](=O)[O-])cc2)[nH]c1=O

compound no.	9	10	11	12	13	14	15	16
MDA-MB-468	118	85	101	/	94	108	-45*	98
MCF7	102	80	108	7.1*	97	98	23	80
K-562	117	79	103	3.0*	99	103	-8.9*	90
LOX IMVI	98	76	98	24	/	101	-78*	82
T-47D	93	77	92	69	101	107	39	85
MDA-MB-231	111	101	102	10	/	113	41	100
BT-549	79	108	116	-31*	103	/	73	103
HS 578T	115	95	106	12	/	100	68	98

17: Cc1cc(I)cc(I)c1O
18: CCc1cccc(C(=O)O)c1
19: C=C(C)[C@@H]1CC[C@]2(CO)CC[C@]3(C)[C@H](CC[C@@H]4[C@@]5(C)CCCN(C(=O)OC(C)(C)C)C(C)(C)[C@@H]5CC[C@]43C)[C@@H]12
20: COc1cc(/C=C2\CCCC3=C2N=C2SC(C)=CN2C3c2cc(OC)c(OC)c(OC)c2)cc(OC)c1OC (stereo not drawn)
21: CCOC(=O)/C(C#N)=C\c1cccc2ccccc12
22: Cc1ccc(/C=N/n2c(CN3CCCCC3)nc3ccccc3c2=O)cc1
23: CSc1nc(-c2ccco2)c2c(N)nn(S(=O)(=O)c3ccccc3)c2n1
24: CC1CC(C)C(C)C(C)(CN(C)C)C1 (stereo not drawn)

compound no.	17	18	19	20	21	22	23	24
MDA-MB-468	107	106	107	-21*	100	108	83	96
MCF7	101	106	91	16	89	87	76	98
K-562	103	112	/	20	111	102	95	111
LOX IMVI	105	107	102	-70*	99	101	89	95
T-47D	103	108	88	33	72	108	68	80
MDA-MB-231	98	102	98	19	104	98	92	101
BT-549	109	111	106	-14*	99	107	83	113
HS 578T	107	100	98	50	95	109	106	81

Rewritten as tab-separated lines: entries from further up
entry	canonical_smiles	MDA-MB-468	MCF7	K-562	LOX IMVI	T-47D	MDA-MB-231	BT-549	HS 578T
20	COc1cc(/C=C2\CCCC3=C2N=C2SC(C)=CN2C3c2cc(OC)c(OC)c(OC)c2)cc(OC)c1OC (stereo not drawn)	-21*	16	20	-70*	33	19	-14*	50
21	CCOC(=O)/C(C#N)=C\c1cccc2ccccc12	100	89	111	99	72	104	99	95

(next part)
25: O=c1cc(CCc2ccccc2)[nH]c(=O)[nH]1
26: N#C/C(=C\c1ccc(-c2cc(C(F)(F)F)ccc2Cl)o1)c1nc(-c2ccco2)cs1
27: COC(=O)c1c(-c2ccccc2)c(-c2ccccc2)[nH]c(=O)c1C#N
28: COc1ccc(NC(=O)CSc2nnc(-c3ccc(-c4nc5ccc(C)cc5[nH]4)cc3)o2)cc1OC
29: CC1=NN(c2ccc(Cl)cc2)CC1(C)N=O (stereo not drawn)
30: COC(=O)c1cc(-c2cccc3ccccc23)[nH]c(=O)c1C#N
31: COc1ccc(N2C(N)=NC(N)=NC2(C)C)cc1
32: O=C1c2ccccc2-c2c1c1c3ccccc3[nH]c1c1c2[nH]c2ccccc21

compound no.	25	26	27	28	29	30	31	32
MDA-MB-468	108	-3.2*	111	97	7.8*	93	62	79
MCF7	101	45	99	91	30	95	74	59
K-562	102	89	114	102	40	96	43	34
LOX IMVI	105	99	99	107	28	93	54	19
T-47D	101	80	/	100	61	/	99	39
MDA-MB-231	97	93	/	102	78	/	82	95
BT-549	111	114	106	106	86	105	79	91
HS 578T	110	103	95	105	83	92	103	81

33: N#CSCc1ccc(CSC#N)c(Br)c1
34: C#Cc1ccc(-n2c(/C=C/c3ccc(Cl)c(F)c3)nc3ncccc3c2=O)cc1
35: NS(=O)(=O)c1cc2c(cc1Cl)NC(C1CC3C=CC1C3)NS2(=O)=O (stereo not drawn)
36: O=C(N/N=C1/C=C(NNC(=O)c2ccncc2)CCC1)c1ccncc1
37: COc1ccc(C2=NN(C(C)=O)C(c3ccc(Oc4ccnc5cc(Cl)ccc45)c(OC)c3)C2)cc1 (stereo not drawn)
38: Cc1nc(-c2ccc(Cl)cc2)ccc1-c1nnc(SCC(=O)c2ccccc2)o1
39: O=C1N[C@@H]2NC(=[N+]3CCOCC3)N[C@@H]2N1
40: O=C1/C(=C/c2ccc(Cl)cc2)N=C2SCCCN12

compound no.	33	34	35	36	37	38	39	40
MDA-MB-468	/	-75*	104	111	54	96	100	97
MCF7	25	3.5*	/	112	38	87	96	91
K-562	23	-8.5*	105	102	69	96	99	86
LOX IMVI	15	-57*	99	89	53	96	98	99
T-47D	56	-39*	115	96	16	88	101	108
MDA-MB-231	49	-30*	111	94	42	96	103	96
BT-549	37	11	110	105	80	111	110	99
HS 578T	102	14	111	97	59	101	98	105

41: CS(=O)(=O)Nc1cccc(-n2c(COc3ccc(OC(F)(F)F)cc3)nc3ccccc32)c1
42: CCC(C)NC(=O)c1ccccc1 (stereo not drawn)
43: O=C(CI)NCCNc1cccc2c(S(=O)(=O)O)cccc12
44: CCCNc1ncc2c(=O)[nH][nH]c(=O)c2n1
45: COCn1c(C(=O)OC)cc2oc(/C=C3/SC(=S)N(N)C3=O)cc21
46: O=c1c2c3c(sc2nc(N/N=C/c2cn(-c4ccccc4)nc2-c2ccc(Cl)cc2)n1Cc1ccccc1)CCCC3
47: COc1cc(OC)c(NC(=O)c2cc3ccccc3cc2O)cc1Cl
48: CCOC(=O)c1ccc(N=Cc2cnc(N)nc2N)cc1

compound no.	41	42	43	44	45	46	47	48
MDA-MB-468	106&107	109	100	103	/	/	76	114
MCF7	102&66	95	100	106	97	104	76	96
K-562	107&82	101	110	/	64	3.5*	23	84
LOX IMVI	110&84	109	103	100	87	110	24	85
T-47D	85&62	101	103	116	94	105	79	94
MDA-MB-231	110&92	106	93	120	110	113	70	88
BT-549	96&98	/	97	115	81	92	-26*	/
HS 578T	101&48	119	104	111	56	94	31	99

Next section; the last 2 above are carried over.
47: COc1cc(OC)c(NC(=O)c2cc3ccccc3cc2O)cc1Cl
48: CCOC(=O)c1ccc(N=Cc2cnc(N)nc2N)cc1
49: COc1cc(/C=C/C(=O)c2ccc(NC(=O)CSc3nnc(-c4ccc(Cl)cc4)n3-c3ccccc3)cc2)cc(OC)c1OC
50: COc1cc(-c2nc(SC(C)C)nc(Nc3ccc([N+](=O)[O-])cc3[N+](=O)[O-])c2C#N)cc(OC)c1OC
51: O=C(O)CNc1ncnc2nc[nH]c12
52: Cn1c(O)c(N=Nc2ccc(S(N)(=O)=O)cc2)c2cc(Br)ccc21
53: FC(F)Oc1ccc(C(Nc2ccc(Br)cc2)c2nnnn2C2CCCCC2)cc1OCC1CC1 (stereo not drawn)
54: O=C(O)CS(=O)c1ccc(Cl)cc1 (stereo not drawn)
55: CC1([N+](=O)[O-])COC2(CCCCC2)OC1
56: CC(=O)Nc1ccc(-c2cn(-c3cccc(C(=O)Nc4cccc(C(F)(F)F)c4)c3)nn2)cn1

compound no.	47	48	49	50	51	52	53	54	55	56
MDA-MB-468	76	114	73	116	106	104	80	103	107&103	108
MCF7	76	96	21	92	91	95	71	101	100&106	96
K-562	23	84	44	90	106	97	72	82	96&107	31
LOX IMVI	24	85	74	97	99	99	85	91	119&106	96
T-47D	79	94	48	/	93	93	82	101	112&117	86
MDA-MB-231	70	88	55	59	110	103	79	118	95&126	97
BT-549	-26*	/	60	96	/	102	110	100	114	111
HS 578T	31	99	93	101	115	102	86	/	149&95	108

57: CC(=O)Oc1cc([N+](=O)[O-])c(O)c([N+](=O)[O-])c1
58: O=C(c1ccccc1)c1c(-c2ccccc2)oc2c1CNC1C=CC=CC21 (stereo not drawn)
59: CCCCCCCCCCCCCCCC(=O)CCCCCCCCCCCCCCC
60: N#CC(=S)Nc1ccc(Cl)c(Cl)c1
61: O=[N+]([O-])c1ccc(N/N=C/c2ccccc2)nc1
62: CC(Nc1ccc2c(c1)C(=O)c1ccccc1C2=O)C(=O)Nc1ccc2c(c1)C(=O)c1ccccc1C2=O (stereo not drawn)
63: COc1ccc(C2CC(=O)c3ccccc3O2)cc1OC (stereo not drawn)
64: CC1(C)C2CCC(CCOC(=O)COc3cc(Cl)c(Cl)cc3Cl)C1C2 (stereo not drawn)

compound no.	57	58	59	60	61	62	63	64
MDA-MB-468	/	104	94	-5.1*	103	63	106	118
MCF7	99	98	93	5.2*	91	40	90	104
K-562	96	95	116	16	99	70	93	97
LOX IMVI	110	95	101	/	97	59	94	96
T-47D	94	102	102	13	107	72	110	111
MDA-MB-231	98	98	118	-4.8*	105	60	95	113
BT-549	105	97	108	-4.2*	104	84	95	/
HS 578T	97	/	101	-7.3*	115	85	101	109

65: Nc1nc(-c2cscc2Br)nn1-c1nc2ccccc2s1
66: COc1ccc(Nc2nn3c(-c4ccccc4)cc(-c4ccccc4)nc3c2C(=O)Nc2ccc(C)cc2)c(OC)c1
67: Cc1cnc(C(=O)NNc2nc3sc4c(c3c(=O)n2C)C(C)CCC4)cn1 (stereo not drawn)
68: COc1cc(-c2nc(N3CCN(C)CC3)c3ccccc3n2)cc(OC)c1OC
69: CCNC(=O)N1CCc2cc(OC)c(OCCc3ccc(OC)cc3)cc2C1c1ccc([N+](=O)[O-])cc1C (stereo not drawn)
70: OC(CSc1ccccc1)CN1CCN(c2ccc(Cl)cc2)CC1 (stereo not drawn)
71: CC(C)(C)c1ccc(OC(=O)c2ccccc2O)cc1

compound no.	65	66	67	68	69	70	71
MDA-MB-468	102	100	-28*	38	-5.1*	87	96
MCF7	66	100	-12*	30	18	98	95
K-562	75	102	6.5*	45	14	78	101
LOX IMVI	96	100	-17*	44	7.2*	93	95
T-47D	/	85	-8.0*	65	53	96	/
MDA-MB-231	81	98	-3.0*	61	18	95	99
BT-549	95	95	26	85	20	102	92
HS 578T	95	113	34	41	0.8*	115	97

Compound profiles (already shown).
Profile of COc1cc(OC)c(NC(=O)c2cc3ccccc3cc2O)cc1Cl : MDA-MB-468: 76; MCF7: 76; K-562: 23; LOX IMVI: 24; T-47D: 79; MDA-MB-231: 70; BT-549: -26*; HS 578T: 31
Profile of Cc1ccc(/C=N/n2c(CN3CCCCC3)nc3ccccc3c2=O)cc1 : MDA-MB-468: 108; MCF7: 87; K-562: 102; LOX IMVI: 101; T-47D: 108; MDA-MB-231: 98; BT-549: 107; HS 578T: 109

Source: PubChem
